# Screening data: PubChem, Sanford-Burnham Center for Chemical Genomics
# AID2073: inhibitors of Mint1-CaV2.2 protein interaction, biochemical, HTRF (AID 2073). HTRF protein-protein interaction, Mint1-CaV2.2; higher % means a stronger effect. inhibition, % at 20 µM; hits with a dose series show IC50 in µM. actives 0.19% (n = 290,000); in the data active = inhibition mostly above about 51%, no sharp cut-off; inconclusive = no clear call, values can overlap the other calls; inactive = mostly below about 53%; note: some results filed as inactive read as strong as hits
# LYP inhibition: inhibitors of LYP phosphatase, biochemical, fluorescence intensity, uHTS (AID 1779). one-dose inhibition, % at 11.5 µM; IC50 in µM for titrated hits. actives 0.054% (n = 290,000). recombinant LYP phosphatase, fluorescence intensity; higher % means a stronger effect; in the data active = inhibition above about 50%;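 note: plate controls were vehicle with enzyme for no effect and no enzyme for full effect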
# Siah-1 displacement: blockers of Siah-1 interaction with plectin peptide – biochemical, fluorescence polarization, rhodamine-plectin, uHTS, primary screen (AID 1817); actives 0.02% (n = 290,000); Siah-1 / rhodamine-plectin peptide fluorescence polarization; higher % means a stronger effect; displacement, % at 20 µM, or IC50 in µM where a hit was titrated;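 active = displacement of at least 50% at 20 µM, with a fluorescence ratio check between 0.3 and a set limit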;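 note: plate controls were Siah plus tracer with DMSO for no effect and tracer alone without Siah for full effect; strong numbers were not always called active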
# Active calls of the source: *; ? = inconclusive. Some of the compounds tested. The share of hits here may be higher or lower than overall.
AID2073	LYP inhibition	Siah-1 displacement	compound
-4%	0%	-1%	Cc1nnc(NC(=O)CSc2nnc(CNC(=O)c3ccc(S(=O)(=O)N(C)C)cc3)o2)s1
12%	-6%	6%	CC(C)(CNC(=O)c1ccc(NS(=O)(=O)c2ccc(F)cc2)cc1)N1CCOCC1
3%	-6%	11%	CC(C(=O)NC1CCCCC1)N1C(=O)C2C3C=CC(C3)C2C1=O (configuration not stated)
-2%	-9%	13%	Cc1ccc(NC(=O)CCS(=O)(=O)c2cccc3nonc23)c(Cl)c1
8%	-20%	-6%	Cc1ccc(Cl)cc1NC(=O)CNC(=O)N1CC(=O)Nc2ccccc21
10%	-8%	-6%	COC(=O)c1cc(S(=O)(=O)NCCCc2ccco2)c[nH]1
10%	-7%	2%	CCOC(=O)N1CCN(C(=O)C2CCC(=O)N(Cc3ccc(Cl)cc3)C2)CC1 (configuration not stated)
16%	-4%	1%	Cc1ccc(C)c(OCC(O)CN2CCc3ccccc3C2)c1C (configuration not stated)
25%	-5%	8%	COc1ccc(-c2cc(C(=O)Nc3cc(Cl)ccc3OC)no2)cc1
18%	0%	-1%	Cc1ccc(S(=O)(=O)N2CCCc3cc(NC(=O)c4c(F)cccc4F)ccc32)cc1
5%	-7%	2%	COc1cccc(C(=O)Oc2ccc3ccc(=O)oc3c2)c1
0%	-4%	2%	Cc1cc(C)n(CCNS(=O)(=O)c2ccc(Cl)cc2)n1
12%	-4%	1%	CCCOc1ccc(/C=N/n2nnnc2N)cc1OC
-2%	-6%	-1%	COCCSc1nnc(NC(=O)CS(=O)(=O)c2ccc(C)cc2)s1
9%	4%	5%	Cc1ccc(C)c(Nc2cc(C)nc(-c3ccccc3O)n2)c1

# (list continues)
AID2073	LYP inhibition	Siah-1 displacement	compound
9%	-8%	4%	CCOc1ccc(NC(=O)Cn2ncc3ccccc32)cc1
1%	3%	-3%	COc1ccccc1N=Nc1ccc(N)c(C)c1
-23%	-6%	-2%	Fc1ccccc1NC(=S)Nn1cnnc1
18%	-6%	7%	COc1cc2ncnc(NCc3cc(F)ccc3F)c2cc1OC
9%	-7%	-5%	CCOC(=O)C1CCN(C(=O)c2cc(S(=O)(=O)N(C)C)ccc2N2CCCC2)CC1
10%	-4%	-5%	O=S(=O)(NCCc1ccc(Cl)cc1)c1cccs1
-2%	-12%	2%	O=C(OCc1ccccc1F)c1cnc(Cl)c(Cl)c1
7%	-11%	-3%	CC(=O)N1CCC(C(=O)N2CCN(S(=O)(=O)c3ccc(F)cc3)CC2)CC1
9%	1%	-1%	CCOC(=O)CSc1n[nH]c(=O)n1CCc1ccccc1
-20%	-4%	3%	COc1cc(C(=S)N2CCOCC2)ccc1OC(=O)c1cccc(C)c1
9%	-7%	1%	O=C1Nc2ccccc2C(=O)N2[C@H](c3cccc(Br)c3)[C@@H]3C(=O)N(Cc4ccccc4)C(=O)[C@@H]3[C@H]12
6%	-6%	0%	CC1CCc2sc(C(=O)N(C)CC(=O)Nc3ccc(N4CCOCC4)cc3)cc2C1 (configuration not stated)
17%	-8%	-1%	CC1Cc2cc(S(=O)(=O)CCC(=O)NCc3ccco3)ccc2N1C(=O)C1CC1 (configuration not stated)
-8%	-1%	6%	Cc1ccc(NC(=O)CSCc2cc(=O)n3ccsc3n2)c(C)c1
3%	-12%	4%	CN1C(=O)c2ccc(NC(=O)CSc3ccccc3)cc2C1=O

# Carrying on.
AID2073	LYP inhibition	Siah-1 displacement	compound
-53%	-7%	-3%	O=c1c2ccccc2[nH]c(=S)n1CCCN1CCN(c2ccccc2)CC1
3%	-8%	10%	O=C(N/N=C/c1ccc(OC(=O)c2ccccc2Br)cc1)c1ccccn1
2%	-15%	-5%	COCCNC(=O)C(c1ccc(C)cc1)N(CCOC)C(=O)CCC(=O)Nc1ccccn1 (configuration not stated)
48%	1%	0%	Cc1ccccc1OCC(=O)N/N=C/c1ccc(N2CCOCC2)o1
-2%	-1%	-5%	COc1ccc(OC)c(S(=O)(=O)N2CCCC(C(=O)N3CCCC3)C2)c1 (configuration not stated)
-3%	-4%	0%	CCOc1ccc2nc(N(CCN(C)C)C(=O)c3ccc4c(c3)CCCC4)sc2c1
-2%	-11%	18%	CCN1C(=O)CSC1=Nc1cccc(C(=O)O)c1
-6%	-12%	-10%	COc1ccc(NC2CCCN(C(=O)c3ccncc3)C2)cc1 (configuration not stated)
17%	2%	-1%	Cc1cccc(NC(=O)N2CCCC(CNC(=O)c3ccccc3Cl)C2)c1C (configuration not stated)
3%	-1%	9%	CC(=O)NC(Cc1c[nH]c2ccccc12)C(=O)NCCc1ccccn1 (configuration not stated)
17%	-14%	2%	Cc1cc(OC(C)C(=O)NC2CCN(Cc3ccccc3)CC2)c2c(C)cc(=O)oc2c1 (configuration not stated)
-3%	-4%	0%	Cc1cccc2sc(NS(=O)(=O)c3ccccc3)nc12
23%	24%	3%	CCC(C)(C)NC(=O)C(c1cccc(OC)c1OC)N(CCOC)C(=O)CCC(=O)Nc1cc(C)on1 (configuration not stated)
9%	-12%	8%	CN(CCc1ccccc1)C1CCCN(S(=O)(=O)CC(F)(F)F)C1 (configuration not stated)
2%	-6%	0%	O=C(c1noc2c1CSc1ccccc1-2)N1CCN(c2ccc(Cl)cc2)CC1

# 7 structures already listed, arranged by length of the SMILES, descending:
AID2073	LYP inhibition	Siah-1 displacement	compound
-3%	-4%	0%	CCOc1ccc2nc(N(CCN(C)C)C(=O)c3ccc4c(c3)CCCC4)sc2c1
2%	-6%	0%	O=C(c1noc2c1CSc1ccccc1-2)N1CCN(c2ccc(Cl)cc2)CC1
17%	2%	-1%	Cc1cccc(NC(=O)N2CCCC(CNC(=O)c3ccccc3Cl)C2)c1C (configuration not stated)
3%	-1%	9%	CC(=O)NC(Cc1c[nH]c2ccccc12)C(=O)NCCc1ccccn1 (configuration not stated)
9%	-12%	8%	CN(CCc1ccccc1)C1CCCN(S(=O)(=O)CC(F)(F)F)C1 (configuration not stated)
-6%	-12%	-10%	COc1ccc(NC2CCCN(C(=O)c3ccncc3)C2)cc1 (configuration not stated)
-3%	-4%	0%	Cc1cccc2sc(NS(=O)(=O)c3ccccc3)nc12

# (cont.)
AID2073	LYP inhibition	Siah-1 displacement	compound
15%	-16%	-3%	Cc1c(Cc2ccccc2)c(=O)oc2cc(OCC(=O)N3CCC(C(=O)O)CC3)ccc12
4%	-1%	12%	CCC1CCCCN1S(=O)(=O)c1ccc(NC(=O)C2CCN(C(=O)c3ccco3)CC2)cc1 (configuration not stated)
4%	-3%	-2%	CCCc1cc(=O)n2nc(N3CCC(C(=O)NCc4ccc(C)o4)CC3)sc2n1
4%	-5%	-1%	O=S(=O)(Nc1cccc(-c2cn3c(n2)SCC3)c1)c1ccccc1
2%	-13%	6%	O=C(Nc1c2c(nn1-c1ccccc1)CS(=O)(=O)C2)c1ccccc1C(F)(F)F
14%	-2%	0%	COc1cccc(-c2ocnc2C(=O)Nc2ccc(N3CCOCC3)cc2N2CCOCC2)c1
-6%	-9%	3%	Cc1cc(OCc2cc(C(=O)N3CCN(C)C(=O)[C@@H]3C)no2)cc(C)c1Cl
0%	-2%	-5%	COCCn1c(=S)[nH]c2sc3c(c2c1=O)CCCC3
10%	-9%	-1%	COc1cc2c(cc1OC)CN(CC(=O)Nc1ccc(F)cc1F)CC2
13%	-1%	-5%	Cc1ccc(Nc2nc(C)cc(C)c2C(N)=O)c(C)c1
15%	-4%	0%	N#CCC(=O)Nc1ccc(C(=O)NCCc2c[nH]c3ccccc23)cc1
-22%	-8%	30%	O=C(Nc1cccc2[nH]ncc12)NS(=O)(=O)c1ccccc1
19%	-2%	-4%	CC(C)N(CCO)Cc1nc(C(c2ccccc2)c2ccccc2)no1
-96%	-4%	4%	CCc1ccc(S(=O)(=O)Nc2ccc(O)c3ccccc23)cc1
10%	-3%	-4%	CCc1c(C)nc(N)n2c(SCC(=O)NC3CCCCC3)nnc12

# Going on with the list.
AID2073	LYP inhibition	Siah-1 displacement	compound
1%	0%	3%	COc1ccc(NC(=O)c2c(C)nn(Cc3ccccc3)c2C)cc1S(=O)(=O)N(C)C
2%	-10%	-2%	N#CC1=C(N)Oc2cc(N)ccc2C1c1cccc(Br)c1 (configuration not stated)
12%	-8%	3%	CCOC(=O)c1ccc(NC(=O)c2sc3nc4n(c(=O)c3c2C)CCC4)cc1
34%	-5%	6%	Cc1coc2c1c(C)cc1oc(=O)c(CC(=O)NCC(=O)NCC(=O)O)c(C)c12
16%	-12%	0%	CCN(CC(=O)Nc1cccc(OC)c1)C(=O)c1ccco1
-4%	-5%	0%	O=[N+]([O-])c1ccc(N2CCN(c3ccc(F)cc3)CC2)cc1
38%	-7%	5%	Cc1cccc(C(=O)Nc2nnc(SCC(=O)NC3CC3)s2)c1
12%	-4%	11%	O=C(CSc1n[nH]c(-c2ccncc2)n1)Nc1ccc(Cl)c(C(=O)O)c1
8%	-4%	5%	Cc1cc(NC(=O)COC(=O)CC2CCCC2)c([N+](=O)[O-])cc1C
-1%	-12%	9%	Cc1ccccc1-c1nc(CS(=O)(=O)CC(=O)NCc2ccco2)c(C)o1
-13%	-10%	-3%	CCCn1c(SCC(=O)NC2CCCC2)nnc1C(C)C
-5%	-12%	2%	COCc1cc(CN(C)C(=O)c2oc3c(F)cccc3c2C)[nH]n1
9%	-2%	7%	CCC(C)NC(=O)CNC(=O)c1nn(-c2ccc(OC)cc2)c(=O)c2ccccc12 (configuration not stated)
3%	-12%	9%	COc1ccc(CN2CCNC(=O)C2CC(=O)NC2CCOCC2)cc1C (configuration not stated)
7%	-13%	-2%	Cc1cccc(NS(=O)(=O)c2cn(C)c(=O)n(C)c2=O)c1C

# Other entries
AID2073	LYP inhibition	Siah-1 displacement	compound
8%	0%	-4%	CCN(CCCNC(=O)CNC(=O)c1nn(-c2ccc(OC)c(OC)c2)c(=O)c2ccccc12)c1ccccc1
8%	-8%	-1%	CN(CCc1cn[nH]c1)C(=O)C1CCC(=O)N(CC2CCCCC2)C1 (configuration not stated)
-1%	-11%	-1%	CCCNS(=O)(=O)c1ccc(OCC(=O)N2CCc3ccccc3C2)c(C)c1
0%	-5%	5%	CCCCc1ccc(Nc2nc(N3CCOCC3)nc(N3CCOCC3)n2)cc1
9%	-10%	4%	Cc1ccccc1NC(=O)C1CCCN(S(=O)(=O)c2ccc(-n3cnnn3)cc2)C1 (configuration not stated)
-3%	-9%	5%	CCOC(=O)C(C)n1cnc2c(nnn2-c2ccccc2)c1=O (configuration not stated)
7%	-8%	-2%	O=C(CSc1nnc(NC(=O)C2CC(=O)N(c3ccc(F)cc3)C2)s1)NCC1CCCO1 (configuration not stated)
1%	-5%	-1%	O=C(CCN1C(=O)/C(=C/c2ccc(F)cc2)SC1=S)NCCc1cnc[nH]1
9%	-1%	8%	CCC(C)c1ccc(C(C)NC(=S)NCc2ccc(F)cc2)cc1 (configuration not stated)
-6%	-4%	3%	CN1CCN(S(=O)(=O)c2cccc(C(=O)N(Cc3ccccc3)c3ccccc3)c2)CC1
3%	-8%	2%	Cc1c(C)c2ccc(OCC(=O)N3CCN(c4ccccc4)CC3)cc2oc1=O
?	-5%	2%	Cc1nc2ccccc2c(=O)n1/N=C/c1ccccc1OC(F)F
-6%	-10%	16%	Cc1nc2ccccc2n1CCOc1ccc(F)cc1
-2%	4%	-3%	COc1ccc(N/C=C(\C#N)S(=O)(=O)c2ccc(OC)cc2)cc1
7%	-6%	0%	COC(=O)c1ccc(N2CCN(c3ccccc3)CC2)c(N)c1

# Following part.
AID2073	LYP inhibition	Siah-1 displacement	compound
10%	-12%	10%	COc1ccc(N2CCN(S(=O)(=O)c3cc(Br)cnc3N)CC2)cc1
4%	-4%	0%	Cc1csc(C)[n+]1CC(=O)c1ccccc1
7%	-9%	-3%	C=CCn1c(SCC(=O)N2CCOCC2)nc2ccccc2c1=O
4%	0%	-2%	O=C(Nc1ccc(Br)cc1)c1cccc(-n2cnnn2)c1
24%	0%	-2%	CC(C)(C)C(=O)N(Cc1ccc(Cl)cc1)c1cnccn1
4%	-10%	6%	Cc1cc(=O)oc2c(C)c(OCC(=O)N3CC[C@@]4(O)CCCC[C@H]4C3)ccc12
11%	-7%	-6%	N#CCCN(C(=O)Cn1nc(C(=O)O)c2ccccc2c1=O)c1ccccc1
18%	-10%	-1%	CN(C)CCNC(=O)C1(O)c2cc(Br)ccc2NC(=O)N1c1ccc(Cl)cc1 (configuration not stated)
-4%	-4%	9%	NC(=O)c1ccc(=O)n(Cc2ccc(Cl)cc2Cl)c1
-6%	-8%	5%	COc1ccc(NC(=O)CN2C(=O)NC3(CCCC3)C2=O)cc1OC
5%	-5%	-1%	O=C(NC1CCCCC1)c1ccc2c(c1)OCO2
12%	-14%	-1%	CCN1C(=O)[C@H]2[C@@H](c3ccc(Cl)cc3)N3C(=O)CN(CC4CC4)C(=O)[C@@]3(C)[C@H]2C1=O
0%	-7%	-2%	Cc1ccc(OCC(=O)NNC(=O)[C@@H]2CCCC[C@@H]2C(=O)O)c(Br)c1
9%	-3%	6%	O=C1CCC([N+](=O)[O-])C(c2ccccc2C(F)(F)F)N1 (configuration not stated)
17%	-2%	3%	CS(=O)(=O)Nc1cccc(C2=NN(C(=O)CCC(=O)O)C(c3cccs3)C2)c1 (configuration not stated)
33%	-14%	-7%	CC(=O)N1CCc2cc(Br)cc(S(=O)(=O)N3CCC(C(=O)O)CC3)c21
33%	-11%	-4%	COCc1cc(=O)n2[nH]cc(-c3ccccc3)c2n1
8%	-7%	3%	O=C(CN(Cc1ccc(F)cc1)C(=O)CCC(=O)Nc1nccs1)NCC1CCCO1 (configuration not stated)
